S3 lipid droplet: qHTS Assay for Lipid Storage Modulators in Drosophila S3 Cells; Drosophila S3 cells, BODIPY lipid droplet fluorescence, 18-24 h; cells fed with added oleic acid; Potency in µM for hits, for the others lipid storage change, negative = inhibition, % at the top dose, mostly 46.1 µM; 320,000 tested, 0.64% active; AID 2685; active = well fitted inhibition curve with a large enough effect in the signal ratio, with a control signal flat, not every such curve was filed as active; inconclusive = small, poorly fitted or top-dose-only effect, or effect the other way, or a change in a side signal; the % refers to the signal ratio
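Drosophila S3 cells got compounds at several concentrations plus oleic acid (400 uM solution). Laser-scanning cytometry with 488 nm excitation read lipid droplets at 500-530 nm and cells at 575-640 nm. Percent activity was relative to 20 uM Triacsin C.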
S3 lipid droplet cell count max: further read-out of S3 lipid droplet, marked with its call; cell number change, %; measured here: cell count max response;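 cells counted by Cell Tracker Red CMTPX staining in the red channel; peak over a dose series mostly up to 46.1 µM; percent activity relative to internal control wells on each plate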
Active calls of the source: *; i = inactive; ? = inconclusive; . = not tested or not shown; [ ] = another dose, or the depositor's remark. % is scaled to controls: 0 for no effect and ±100 for the full control effect; potency is read from the fitted curve at half-maximal effect. This is a subset. The share of hits here may be higher or lower than overall.

Start of the listing, in advance:
SMILES | S3 lipid droplet | S3 lipid droplet cell count max
Cc1cccc2cc(CN(Cc3ccc(F)cc3)C(=O)N3CCOCC3)c(=O)[nH]c12 | 3% | 5
CC(C)(C)NC(=O)CN(Cc1ccc2c(c1)OCO2)C(=O)CNS(=O)(=O)c1ccc(F)cc1 | ? | .

The list itself, repeating the preview:
SMILES | S3 lipid droplet | S3 lipid droplet cell count max
Cc1cccc2cc(CN(Cc3ccc(F)cc3)C(=O)N3CCOCC3)c(=O)[nH]c12 | 3% | 5
CC(C)(C)NC(=O)CN(Cc1ccc2c(c1)OCO2)C(=O)CNS(=O)(=O)c1ccc(F)cc1 | ? | .
Cc1cc(C)c(S(=O)(=O)N2CCN(C(=O)c3ccc4c(c3)OCO4)CC2)c(C)c1 | ? | .
COc1cccc(N(C(=O)c2snc(C(N)=O)c2N)C(C(=O)NCC2CCCO2)c2ccc(F)cc2)c1 (stereo unspecified) | i | -30
COc1cccc(C2=NOC(C(=O)Nc3cccc(C(C)=O)c3)C2)c1 (stereo unspecified) | ? | .
N=C1S/C(=C\c2ccccc2)C(=O)N1c1ccc(F)cc1 | 17% | -1
O=C(CCCSc1nc2ccccc2[nH]1)NC1CCCCC1 | ? | .
CCC1CCC(N2CCN(c3ccccc3F)CC2)CC1 (stereo unspecified) | ? | .
O=C(Cc1cccs1)Nc1nnc(-c2ccc(F)cc2)s1 | 25%[9.22 µM] | 5
CCOC(=O)Cn1c2c(c(=N)c3c1CCC3)CCC2 | 0% | -12
COc1ccc(CCNc2cn[nH]c(=O)c2Cl)cc1OC | -4% | 19
Cc1c(C(=O)O)sc2ncnc(N3CCCCC3C)c12 (stereo unspecified) | ? | .
Fc1cc(F)cc(NC(=S)NCCCN2CCOCC2)c1 | 0% | 13
Cc1cc(NC(=O)CSc2ccc3nnc(-c4ccc(F)cc4)n3n2)no1 | -5% | .
CCOC(=O)Cc1nn(Cc2nc(-c3ccc(C)cc3)cs2)c(=O)c2ccccc12 | 2% | 1
CCCCN(C)CCNC(=O)Cn1c(=O)sc2ccccc21 | ? | .
COc1cccc(/C=N/NC(=O)CCCc2ccc(OC)c(C)c2)c1 | ? | .
O=C(c1cccc(C(=O)N2CCN(c3ccc(F)cc3)CC2)c1)N1CCN(c2ccc(F)cc2)CC1 | ? | .
O=C(N/N=C/c1ccc(F)cc1)c1cccc(NC(=O)c2ccc(F)cc2)c1 | -15% | 15
CCOC(=O)N/N=C/c1cn(CCCOc2ccc(C)cc2)c2ccccc12 | ? | .

Complete entries from above.
O=C(c1cccc(C(=O)N2CCN(c3ccc(F)cc3)CC2)c1)N1CCN(c2ccc(F)cc2)CC1 is entered as S3 lipid droplet = ?; S3 lipid droplet cell count max = .
CC(C)(C)NC(=O)CN(Cc1ccc2c(c1)OCO2)C(=O)CNS(=O)(=O)c1ccc(F)cc1 is entered as S3 lipid droplet = ?; S3 lipid droplet cell count max = .

(further entries)
SMILES | S3 lipid droplet | S3 lipid droplet cell count max
O=C(NCC1CCCO1)C1CCN(S(=O)(=O)Cc2ccccc2)CC1 (stereo unspecified) | i | 15
O=C(NC1CCCCC1)N(Cc1ccc(F)cc1)Cc1nc2ccccc2c(=O)[nH]1 | ? | .
COc1cccc(CN2CCNC(=O)C2CC(=O)NCCCn2ccnc2)c1 (stereo unspecified) | 0% | 23
CC(=O)N1CCc2cc(S(=O)(=O)N3c4ccccc4CC3C)ccc21 (stereo unspecified) | ? | .
CS(=O)(=O)c1cccc(C(=O)Nc2ccc3c(c2)OCCCO3)c1 | i | -21
CN(C)CCCn1c(SCC(=O)N2CC(=O)Nc3ccccc32)nc2ccccc2c1=O | ? | .
COc1ccc(CCNC(=O)C2CCN(c3nn4c(=O)cc(C)nc4s3)CC2)cc1OC | -13% | .
CCOCCCNC(=O)C1(O)c2ccccc2NC(=O)N1c1ccc(Cl)c(Cl)c1 (stereo unspecified) | 0% | 3
Nc1c(C(=O)N/N=C/c2ccccc2Cl)oc2nc(-c3ccccc3)cc(-c3ccco3)c12 | ? | .
CCN1CCN(Cc2ccc(NC(=O)c3ccc(C)c(NC(=O)c4cccc(-c5cn[nH]c(=O)c5)c4)c3)cc2C(F)(F)F)CC1 | ? | .
CC(=O)N[C@@H](Cc1c[nH]c2ccccc12)C(=O)NC1CCCc2ccccc21 (stereo partly specified) | i | .
Cc1ccc(-c2noc(-c3ccccc3C(=O)N3CCCC3)n2)cc1 | ? | .
COCCC1CCCCN1C(=O)c1cccc(OC2CCN(S(C)(=O)=O)CC2)c1 (stereo unspecified) | ? | .
CC#CCNCc1ccccc1 | -17% | -5
O=C1CN(C(=O)CCN2CCOCC2)C(c2ccccc2)c2cc(Br)ccc2N1 (stereo unspecified) | 5% | -13
O=C(CC1NC(=O)NC1=O)Nc1ccccc1 (stereo unspecified) | ? | .
NS(=O)(=O)c1cc([N+](=O)[O-])ccc1NCc1cccnc1 | ? | .
CCOC(=O)N1CCN(c2ccc([N+](=O)[O-])cc2F)CC1C (stereo unspecified) | ? | .
O=C(Nc1ncn[nH]1)c1cccc(S(=O)(=O)N2CCOCC2)c1 | 23% | 20
O=C(CN1CCN(C/C=C/c2ccccc2)CC1)NCc1ccc(Cl)cc1 | 6% | -10
CCCS/C(N)=N/N=C/c1ccccc1O | i | 24
CCOC(=O)c1c(S(=O)(=O)NCC(=O)Nc2ccc(OC)cc2)c(C)n(C)c1C | 23% | .
CCN=C(NCC)SC1CC(=O)N(c2cccc(OC)c2)C1=O (stereo unspecified) | ? | .
Cc1cc(C)c(S(=O)(=O)N2CCC(C(=O)NCc3ccncc3)CC2)c(C)c1 | ? | .
COc1cc2c(cc1OC)C1=C(C#N)CN(CC(=O)O)CN1CC2 | ? | .
Cn1c(O)c(N=Nc2ccccc2[N+](=O)[O-])c2ccccc21 | i | 39
N#Cc1cnn2c(C(F)(F)F)cc(-c3ccccc3)nc12 | i | -15
OC(COc1ccc(Cl)cc1)CN1CCN(c2ccccc2)CC1 (stereo unspecified) | 14% | -19
COc1ccc(C2C3=C(CC(C)(C)CC3=O)Nc3nc(C)nn32)cc1OC (stereo unspecified) | 10% | 7
Cc1ccc(-n2c(-c3ccccc3)c[nH]c2=S)cc1 | 3% | 1
CCOC(=O)c1c(CC(C)C)csc1NC(=O)COC(=O)C1=NNC(=O)CC1 | ? | .
COc1ccccc1CN1CCCC(CN(CCN(C)C)C(=O)c2ccc(C)cc2)C1 (stereo unspecified) | ? | .
Cc1cccc(N(CC(=O)N2CCOCC2)S(C)(=O)=O)c1 | ? | .
CCSc1nnc([C@@H]2CCCN2C(=O)OC(C)(C)C)o1 | 23µM* | 6.5*
CCS(=O)(=O)c1ccc2oc(Nc3cccc(OC)c3)nc2c1 | ? | .
C=CCSc1nnc(NC(=O)CSc2nnc(C)s2)s1 | ? | .
CN(C)C(CNC(=O)c1cc2ccccc2oc1=O)c1ccccc1 (stereo unspecified) | ? | .
O=C(NCC1CC1)C1CCCN(S(=O)(=O)c2ccc(-n3cnnn3)cc2)C1 (stereo unspecified) | ? | .
Fc1cccc(Cl)c1-c1nnc2ccc(N3CCOCC3)nn12 | ? | .
Cc1ccc(-c2nc3ncccc3o2)cc1NC(=O)C(C)C | -25% | 16
O=C(O)/C(=C\c1cccc(C(F)(F)F)c1)c1ccc(S(=O)(=O)N2CCCC2)s1 | 21% | -1
CC(C)Oc1ccc(C2c3c(oc4ccccc4c3=O)C(=O)N2CCCN2CCOCC2)cc1 (stereo unspecified) | i | -11
COc1cccc(N(CC(=O)N2CCCC2)S(C)(=O)=O)c1 | 10% | 21
CCN(CC)c1ccc(C2N(C(=O)N3CCOCC3)CCN2S(=O)(=O)c2ccc(C)cc2)cc1 (stereo unspecified) | ? | .
O=S(=O)(/N=C(/NC(=S)Nc1ccccc1)c1ccccc1)c1ccc(Cl)cc1 | ? | .
CCOC(=O)C(=O)/C(C#N)=C/Nc1ccccc1 | ? | .
C=CCN1C(=O)/C(=C/c2ccc(O)cc2)S/C1=N/c1nccs1 | ? | .
COC(=O)c1ccc(/C=N/N2CCN(Cc3ccccc3Cl)CC2)cc1 | 5% | 19
C[C@H](NC(=O)[C@@H]1CSC2c3ccccc3C(=O)N21)C(=O)NC1CCCCC1 (stereo partly specified) | i | .
CCCn1nnnc1NCc1cc(Br)ccc1OC | -9% | 5
COC(=O)c1ccccc1N(C)S(=O)(=O)c1cc2c3c(c1)CCC(=O)N3CCC2 | -14%[0.0737 µM] | 15
O=C(NN1C(=O)C2C3C=CC(C3)C2C1=O)c1ccncc1 (stereo unspecified) | -10% | 13
COc1ccc(-c2cc(-c3ccc(C)cc3)nc(SCc3nnc(-c4ccccc4)o3)c2C#N)cc1OC | 26% | -10
COC(=O)c1ccccc1NC(=O)CSc1nnc(C(C)NC(=O)c2ccc(Cl)cc2Cl)n1C (stereo unspecified) | ? | .
O=C(Nc1ccc(Br)cc1)C1CCCN1S(=O)(=O)c1cccs1 (stereo unspecified) | ? | .
CCC(=O)N1CCc2cc(S(=O)(=O)N3CCCCCC3)ccc21 | ? | .
CCNC(=O)CSc1nc2cc(OC)c(OC)cc2c(=O)n1CCC1=CCCCC1 | 25% | 4
CC(C)c1nc(SCC(=O)NC2CCCCC2)c2ccccc2n1 | i | -17
CCC(C)(C)NCC(=O)Nc1ccc(OC(F)(F)F)cc1 | ? | .
COc1ccc(/C=C/C(=O)Oc2ccc(/C=N\NC(=O)c3ccc(F)cc3)cc2)cc1 | 7% | -10

By substructure, the compounds so far containing a nitro group on carbon (3)
SMILES | S3 lipid droplet | S3 lipid droplet cell count max
NS(=O)(=O)c1cc([N+](=O)[O-])ccc1NCc1cccnc1 | ? | .
CCOC(=O)N1CCN(c2ccc([N+](=O)[O-])cc2F)CC1C (stereo unspecified) | ? | .
Cn1c(O)c(N=Nc2ccccc2[N+](=O)[O-])c2ccccc21 | i | 39

Further records follow:
SMILES | S3 lipid droplet | S3 lipid droplet cell count max
Cc1ccc(-n2cccn2)c([C@@H]2C[C@H]3CN(C)C(=O)[C@]34CCCN24)c1 | 0% | 2
CCOC(=O)C1CCCN(Cc2nc(N)nc(Nc3ccc(OC)cc3)n2)C1 (stereo unspecified) | i | 7
CCN(CC)S(=O)(=O)c1ccc(NC(=O)COc2nc3ccccc3nc2N2CCOCC2)cc1 | 19% | .
CCn1ccnc1CN1CCc2c([nH]c3ccccc23)C1C(C)(C)C (stereo unspecified) | -21% | -7
N#Cc1ccc(COc2cccnc2[N+](=O)[O-])cc1 | ? | .
CCc1ccc(OCC(O)Cn2c(N3CCCCC3)nc3c2c(=O)[nH]c(=O)n3C)cc1 (stereo unspecified) | ? | .
CCNc1nc(NC(C)C)nc(NS(=O)(=O)c2ccc(N)cc2)n1 | ? | .
O=C(c1coc2ccc(O)c(CN3CCOCC3)c12)C1CC1 | -1% | 6
O=C(COC(=O)C1CC(=O)N(C2CCCCC2)C1)c1ccc(F)cc1 (stereo unspecified) | 2% | 3
N#Cc1c2c(c(=S)n(-c3ccccc3)c1N)CCCC2 | ? | .
O=c1c(/C=N/O)c(Nc2ccccc2)nc2ccccn12 | 20% | .
CCOC(=O)Cc1csc(NC(=O)c2ccc(OC)c(OC)c2)n1 | -18% | .
Cc1ccc2nc(SC(C)C(=O)N3CCOCC3)[nH]c2c1 (stereo unspecified) | -3% | -9
C[C@@H](C(=O)NCc1ccc(S(C)(=O)=O)cc1)[C@H]1C[C@]1(C)[C@H](NC(=O)OCc1ccccc1)c1ccccc1 | ? | .
O=S(=O)(Nc1cccc(Cl)c1)c1ccc2oc(=S)[nH]c2c1 | ? | .
O=C(NCc1ccc(F)cc1)c1cnc2n(c1=O)CCS2 | ? | .
O=C(CCN(CCO)Cc1ccccc1)Nc1ccc(Br)cc1 | 0% | -1
O=C(COC(=O)CCSc1ccc(Cl)cc1)Nc1ccc(F)cc1 | -6% | .
CC(=O)C1=C(C)NC(SCC(=O)Nc2nc3ccccc3s2)=C(C#N)C1c1ccc(Cl)cc1 (stereo unspecified) | ? | .
O=C(CCCc1ccccc1)NCCS(=O)(=O)N1CCN(c2ccccc2F)CC1 | -21% | -8
CCCc1nnc(SCC(=O)Nc2nnc(CC)s2)n1CC1CCCO1 (stereo unspecified) | ? | .
Cc1cc(N2CCCC(C(=O)Nc3cccc(Cl)c3)C2)n2ncnc2n1 (stereo unspecified) | 0% | 11
CCc1ccc(C2=NN(CCC(=O)NC(C)CCc3ccccc3)C(=O)CC2)cc1 (stereo unspecified) | 9% | 3
COc1cc(C)ccc1OCCOc1ccccc1Cl | ? | .
COc1ccc(CCN(C(=O)c2cccc(F)c2)C2CC(=O)N(c3ccccc3)C2=O)cc1 (stereo unspecified) | 2% | 0
Cc1ccnc(NCc2cc(C)ccc2O)c1 | 8% | 4
Cc1ccc(/C=N/NS(=O)(=O)c2ccccc2)o1 | 1% | 9
CN(C)c1ccc(N/C(N)=N/c2nc(C(F)(F)F)cc(C(F)(F)F)n2)cc1 | 8% | 5
O=C(CCCc1nc2ccccc2s1)NCc1ccccc1F | ? | .
NS(=O)(=O)c1ccc(CCNC(=O)c2ccc(NC3=NC4CS(=O)(=O)CC4S3)cc2)cc1 (stereo unspecified) | ? | .
CC(=O)N1CCN(Cc2nc3ccc(Cl)cc3n2CCO)CC1 | ? | .
COc1ccc(N2CCN(C(=O)C(=O)c3cn(CC(=O)N4CCOCC4)c4ccccc34)CC2)cc1 | ? | .
Cc1noc(C)c1CSc1nc2sc3c(c2c(=O)n1C)CCCC3 | ? | .
